NPY2 pot ag: potentiates or activates human NPY-Y2 receptor. P49146. cells expressing NPY-Y2, potentiator/agonist read-out. activation, % at 3.6 µM. 220,000 compounds, 0.45% hits. AID 1359; in the data active = activation above about 27%;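 also: cells stimulated with NPY near EC25 plus isoproterenol at EC100; 0% = vehicle plus submaximal agonist and 100% = vehicle plus saturating agonist; some results beyond the cut were filed as inactive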
S1P4 ag: human S1P4 receptor agonism | O95977 | S1P4-expressing cell line, agonist reporter assay | activation, % at 4.98 µM | 220,000 compounds, 0.35% hits | AID 1509; in the data active = activation above about 11%;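 also: 0% = DMSO vehicle and 100% = reference agonist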
Target sequence (O95977 whole entry, looked up): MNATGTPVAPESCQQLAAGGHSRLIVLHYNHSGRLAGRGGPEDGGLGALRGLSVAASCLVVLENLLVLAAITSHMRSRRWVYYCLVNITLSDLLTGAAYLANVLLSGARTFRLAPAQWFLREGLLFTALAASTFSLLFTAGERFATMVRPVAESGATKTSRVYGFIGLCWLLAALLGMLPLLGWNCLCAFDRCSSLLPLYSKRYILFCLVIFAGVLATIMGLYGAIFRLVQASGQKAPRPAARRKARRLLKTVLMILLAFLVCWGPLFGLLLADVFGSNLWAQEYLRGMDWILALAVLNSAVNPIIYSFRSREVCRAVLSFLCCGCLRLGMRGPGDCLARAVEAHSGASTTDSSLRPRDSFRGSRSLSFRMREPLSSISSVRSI
NPY1 pot ag: human NPY-Y1 potentiation or agonism, primary screen. NPY-Y1 expressing cells, potentiator/agonist activation. AID 1304. activation, % at 3.6 µM. 220,000 compounds, 0.37% hits. P25929; in the data active = activation above about 33%, passing the limit was not always enough;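 also: cells stimulated with NPY at EC10 then isoproterenol at EC100; 0% = low agonist plus stimulus and 100% = saturating agonist plus stimulus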
S1P4 antag: human S1P4 receptor antagonism. inhibition, % at 4.98 µM. O95977. AID 1510. 220,000 compounds, 0.26% hits. S1P4-expressing cells, antagonist mode, reporter read-out; in the data active = inhibition above about 29%;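 also: 0% = wells stimulated with agonist and 100% = vehicle wells without agonist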
p97 ATPase inh: human p97 ATPase inhibition. recombinant p97 ATPase, Kinase-Glo ATP luminescence, 3 h. inhibition, % at 8 µM. 220,000 compounds, 0.42% hits. AID 1481; in the data active = inhibition above about 15%;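 also: 0% = DMSO vehicle and 100% = wells lacking enzyme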
eIF4E-4G inh: eIF4E/eIF4G interaction inhibition in translation initiation. P63073+Q04637. 220,000 compounds, 0.37% hits. TR-FRET eIF4E-eIF4GI(517-606) binding, 2 h. inhibition, % at 21.7 µM;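 active = inhibition above about 30%, limit read from the data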;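 also: 0% = full FRET control wells and 100% = background wells lacking eIF4GI fragment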
NPY-Y1 antag: blocks the human neuropeptide Y Y1 receptor | P25929 | HEK293-CNG Y1 cells, membrane potential fluorescence; NPY at EC95, then isoproterenol | inhibition, % at 3.6 µM | 200,000 compounds, 1% hits | AID 1040;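 active = inhibition above the campaign mean inhibition of all tested compounds plus 3 SD, cut at about 20% in these data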;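 also: 0% = DMSO wells given NPY plus isoproterenol and 100% = isoproterenol alone without NPY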
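Material: HEK293 cells co-expressing NPY Y1 receptor and cyclic-nucleotide gated channel. Timing: compound incubation 1 h at room temperature, readout 45 min post-stimulation. Signal: fluorescence, membrane potential probe.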
EP2 antag: blocks the human prostaglandin E2 receptor EP2; P43116; C6 glioma cells expressing human EP2, cAMP TR-FRET; cells stimulated with saturating PGE2; inhibition, % at 25 µM; 260,000 compounds, 0.52% hits;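 active = percent inhibition above 40 after rounding to a whole number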;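 also: rat C6 glioma host cells with rolipram phosphodiesterase inhibitor present; the protocol text gives 20 µM as final concentration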
Target sequence (P43116 whole entry, looked up): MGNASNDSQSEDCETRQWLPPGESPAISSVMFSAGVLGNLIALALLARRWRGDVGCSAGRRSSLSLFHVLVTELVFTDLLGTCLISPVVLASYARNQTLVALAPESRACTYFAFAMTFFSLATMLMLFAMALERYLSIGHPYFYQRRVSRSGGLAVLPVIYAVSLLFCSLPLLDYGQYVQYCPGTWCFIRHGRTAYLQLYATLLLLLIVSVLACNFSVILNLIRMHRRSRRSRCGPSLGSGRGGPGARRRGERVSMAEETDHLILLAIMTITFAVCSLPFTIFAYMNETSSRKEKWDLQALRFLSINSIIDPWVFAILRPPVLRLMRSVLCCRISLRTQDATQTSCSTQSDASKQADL
EP2 modulator: modulators of human EP2 prostaglandin E2 receptor; EP2-expressing cells, cAMP HTRF FRET, PGE2 co-stimulation; induction, % at 25 µM; 260,000 compounds, 0.83% hits; P43116; AID 940;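 active = compounds whose cAMP rise, as percent of the full-agonist control response, exceeds 60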;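 also: rat C6 glioma line stably carrying human EP2 under a CMV promoter; the protocol text gives 20 µM as final concentration; 100% = response of wells given 1 µM PGE2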
Active calls of the source: *; · = no result given; & = joins results of further samples; [ ] = remark or other dose.

Letters – A = NPY2 pot ag; B = S1P4 ag; C = NPY1 pot ag; D = S1P4 antag; E = p97 ATPase inh; F = eIF4E-4G inh; G = NPY-Y1 antag; H = EP2 antag; I = EP2 modulator
O=C(c1ccc(C(F)(F)F)cc1)C1CCCN(Cc2cccn2-c2ncccn2)C1 (configuration not stated)
  A: -28.6	B: 0.6	C: -21.2	D: -12.9	E: 3.8	F: 1.9	G: 23.0*	H: 7.8	I: 9.2

CC(C)c1ccc2oc(=O)cc(CN3CCN(c4ccc(F)cc4)CC3)c2c1
  A: 3.2	B: 0.6	C: -18.7	D: 7.5	E: -6.2	F: -5.9	G: 2.2	H: 9.5	I: 22.9

O=C(CCSCCc1ccccn1)Nc1c(F)c(F)c(F)c(F)c1F
  A: -2.3	B: -0.8	C: -2.8	D: 1.1	E: -0.3	F: 1.3	G: 10.1	H: 4.4	I: -3.4

CCOc1ccc(C(CC(=O)O)NC(=O)COc2ccccc2)cc1OC (configuration not stated)
  A: 3.9	B: 43.8*	C: -0.2	D: -19.5	E: 1.5	F: -3.0	G: -0.3	H: 6.5	I: 14.1

CCOc1ccc(N/C(SC)=C(/C#N)C(N)=O)cc1
  A: -11.9	B: -6.5	C: 12.7	D: -16.9	E: 5.5	F: 5.5[fluorescence artefact?]	G: 1.0	H: 7.3	I: 9.0

CCOc1cccc(N2C(=O)CC(NNC(=O)c3ccc(Br)o3)C2=O)c1 (configuration not stated)
  A: -9.8	B: -0.9	C: 2.8	D: -0.7	E: -9.4	F: -0.4	G: ·	H: 7.3	I: -15.7

COc1ccc(CN2CCn3nc(C(=O)NC4CC4)cc3C2=O)cc1
  A: -5.2	B: 0.1	C: -7.5	D: 7.7	E: 1.2	F: 2.9	G: 0.1	H: 8.3	I: 11.4

O=C(O)CC1=C(O)C(=O)N(c2ccccc2)C1c1ccc(Br)cc1 (configuration not stated)
  A: -2.8	B: -1.0	C: 2.5	D: -10.0	E: -0.7	F: 3.9	G: -0.5	H: 4.4	I: 18.4

CCCCOC(=O)CSc1nc2c(c(=O)[nH]c(=O)n2C)n1C/C=C(\C)Cl
  A: -16.3	B: 2.0	C: 13.1	D: -7.7	E: -1.0	F: -5.2	G: 3.0	H: 11.4	I: 40.8

c1ccc(CCn2nnnc2C(c2cccs2)N2CCN(Cc3ccc4c(c3)OCO4)CC2)cc1 (configuration not stated)
  A: 14.1	B: 0.5	C: -17.4	D: -13.6	E: -3.0	F: 12.4	G: 1.9	H: 10.5	I: -16.3

CC[N+](CC)(CC)CC(=O)Nc1ccc(SC(F)F)cc1
  A: -2.3	B: -0.8	C: -0.6	D: 0.2	E: -3.8	F: 5.6	G: -1.9	H: 4.5	I: 8.9

CC(C)c1ccc2oc(=O)cc(CN3CCN(c4ccccc4)CC3)c2c1
  A: 9.0	B: -0.6	C: -21.4	D: -14.5	E: 3.3	F: -11.0	G: 6.8	H: 6.6	I: 23.1

O=c1c([N+](=O)[O-])c(N2CCOCC2)c2ccccc2n1-c1ccccc1
  A: 1.1	B: 0.7	C: 10.1	D: 1.1	E: 6.0	F: -2.6	G: 0.3	H: 3.0	I: 0.2

COC(=O)CSc1nc(Cc2ccccc2)nc2ccccc12
  A: -12.0	B: -0.5	C: -6.0	D: -12.1	E: 1.6	F: -0.8	G: 9.2	H: 13.2	I: 66.8*

COc1ccc(NC(=O)CC(c2ccccc2)c2ccco2)cc1 (configuration not stated)
  A: -23.7	B: 1.1	C: -24.0	D: 3.0	E: -0.3	F: -1.3	G: 2.9	H: 13.5	I: 13.7

CN(C)CCCN(CCCN(C)C)C(=S)Nc1ccc(S(=O)(=O)N2CCOCC2)cc1
  A: 4.2	B: 0.1	C: -12.8	D: -0.8	E: -5.1	F: 0.4	G: ·	H: 6.4	I: -3.4

O=C(NCc1ccc(Cl)cc1)c1ccccc1CCc1ccccc1
  A: -10.9	B: 3.3	C: -15.4	D: -21.7	E: 1.1	F: -8.9	G: 6.0	H: 4.6	I: 8.5

Oc1ccc2ccccc2c1/C=N/c1nc2c(s1)CCCC2
  A: -3.7	B: -1.0	C: 19.5	D: -19.8	E: 4.8	F: 7.3	G: 1.5	H: 26.8	I: -33.8

COCc1cc(C)nc(SCC(=O)Nc2cc3c(cc2C#N)OCO3)c1C#N
  A: -15.2	B: 0.3	C: -13.2	D: -1.7	E: 2.5	F: 2.0	G: -3.7	H: 9.7	I: -25.8

O=C(CSc1nnc(Cc2ccccc2)o1)NCCN1C(=O)CSC1=O
  A: 1.3	B: 1.0	C: -8.9	D: -16.3	E: -4.1	F: -9.1	G: -4.2	H: 7.3	I: 10.4

CC(C)c1cccc(C(C)C)c1NC(=O)CNCc1ccccc1F
  A: -2.8	B: 0.6	C: -15.9	D: -3.0	E: -0.2	F: -2.0[fluorescence artefact?]	G: 11.5	H: 8.0	I: 18.7

CCc1nc(SCC(=O)Nc2ccc(C(=O)O)cc2)n[nH]1
  A: 3.0	B: -1.1	C: 12.1	D: 1.6	E: 0.7	F: 1.3[fluorescence artefact?]	G: 2.6	H: 8.4	I: 5.2

CCn1c(C)[n+](CC)c2ccc(S(=O)(=O)N(C)C)cc21
  A: -8.2	B: -0.6	C: -11.0	D: -8.2	E: -1.6	F: -0.3	G: -1.9	H: 10.4	I: 22.4

COCCNC(=O)C12CC3CC(CC(Cl)(C3)C1)C2
  A: -7.2	B: 0.5	C: 3.7	D: -6.7	E: -1.2	F: -3.3	G: ·	H: 6.8	I: -17.7

Cc1nn(C)cc1CNC(=O)/C=C/c1cnn(C)c1
  A: 1.5	B: 0.9	C: 6.2	D: -1.9	E: 4.2	F: 17.7	G: -4.1	H: 3.4	I: 6.6

Reprinted at random: 3 records from the list, in no set order.
Letters – A = NPY2 pot ag; B = S1P4 ag; C = NPY1 pot ag; D = S1P4 antag; E = p97 ATPase inh; F = eIF4E-4G inh; G = NPY-Y1 antag; H = EP2 antag; I = EP2 modulator
O=C(CCSCCc1ccccn1)Nc1c(F)c(F)c(F)c(F)c1F
  A: -2.3	B: -0.8	C: -2.8	D: 1.1	E: -0.3	F: 1.3	G: 10.1	H: 4.4	I: -3.4

CCOc1ccc(N/C(SC)=C(/C#N)C(N)=O)cc1
  A: -11.9	B: -6.5	C: 12.7	D: -16.9	E: 5.5	F: 5.5[fluorescence artefact?]	G: 1.0	H: 7.3	I: 9.0

O=C(c1ccc(C(F)(F)F)cc1)C1CCCN(Cc2cccn2-c2ncccn2)C1 (configuration not stated)
  A: -28.6	B: 0.6	C: -21.2	D: -12.9	E: 3.8	F: 1.9	G: 23.0*	H: 7.8	I: 9.2

Additional records follow:
Letters – A = NPY2 pot ag; B = S1P4 ag; C = NPY1 pot ag; D = S1P4 antag; E = p97 ATPase inh; F = eIF4E-4G inh; G = NPY-Y1 antag; H = EP2 antag; I = EP2 modulator
O=C1NCCCC1C(=O)N1CCCCC1 (configuration not stated)
  A: 17.8	B: -0.1	C: 4.9	D: -6.6	E: 2.5	F: 1.7	G: -0.2	H: 4.1	I: 4.1

N#Cc1ccc(C(c2nnnn2CCc2ccccc2)N2CCCCCC2)cc1 (configuration not stated)
  A: -3.1	B: -2.2	C: -9.1	D: 2.1	E: -0.6	F: -1.8	G: 9.0	H: 6.4	I: 55.5

CCCN(CCC)S(=O)(=O)c1ccc(NC(=O)C2CCCO2)cc1 (configuration not stated)
  A: 8.7	B: 1.9	C: -3.3	D: -13.1	E: 3.0	F: -4.2	G: -1.9	H: 9.5	I: -10.4

COc1cc2c3c(c1)c(N=NC(N)=S)c(O)n3C(C)(C)C=C2C
  A: 23.6	B: -0.6	C: 54.7*	D: 3.1	E: 1.6	F: -2.8	G: ·	H: 5.0	I: 18.3

COc1cccc(CNCc2cccc(Br)c2)c1OC
  A: 3.9	B: 0.0	C: 3.5	D: -12.2	E: -0.4	F: 5.5	G: 1.6	H: 6.1	I: -52.2

O=C1CCCC(O)=C1C1C2=C(CCCC2=O)Oc2ccccc21 (configuration not stated)
  A: 7.9	B: 1.3	C: 10.8	D: -11.7	E: 1.4	F: -3.7	G: 6.8	H: 5.5	I: 36.5

CCOC(=O)C(=O)Nc1nnc(Cc2ccc(OC)c(OC)c2)s1
  A: -2.8	B: -0.6	C: -10.9	D: -8.1	E: -3.6	F: -1.3	G: 5.7	H: 3.9&12.6	I: -2.3&32.2

O=C(CCSc1ccccc1)Nc1nccs1
  A: 14.1	B: 1.1	C: 25.0	D: -11.7	E: 3.4	F: 0.6	G: -1.3	H: 9.8	I: 8.8

Cc1c(C(=O)Nc2c(F)cccc2F)sc2ncnc(N3CCN(c4ccccc4)CC3)c12
  A: -18.1	B: 8.9	C: -20.3	D: -14.1	E: 0.2	F: -3.9	G: -0.7	H: 3.3	I: -35.9

Cc1cc(C)c(NC(=O)C2CCCCN2C)c(C)c1 (configuration not stated)
  A: -3.9	B: -3.3	C: -4.8	D: 5.2	E: 2.2	F: -2.7[fluorescence artefact?]	G: -1.3	H: 8.1	I: -9.0

CCCCNC(=S)N/N=C/c1sccc1C
  A: 6.7	B: 0.9	C: -7.8	D: 4.0	E: 0.8	F: -2.8	G: 0.8	H: 3.3	I: 4.0

CC(c1n[nH]c(=S)n1-c1ccc(F)cc1)N1CCCCC1 (configuration not stated)
  A: 11.0	B: -0.3	C: 18.6	D: -8.1	E: 5.0	F: -4.4	G: 0.2	H: 6.0	I: -5.4

O=C(O)c1ccccc1NC(=S)NC(=O)c1sc2ccccc2c1Cl
  A: 0.4	B: 0.7	C: 0.1	D: -20.9	E: 1.9	F: 2.6	G: 9.3	H: 12.4	I: -38.3

CCOC(=O)Nc1cc(OC)c(OC)cc1Cc1nccc2cc(OC)c(OC)cc12
  A: 4.7	B: -0.1	C: -6.4	D: -37.0	E: 1.6	F: 0.5	G: 1.6	H: -2.6	I: 51.4

COCCCNC(=O)CCc1nc2cccnc2n1Cc1ccc(OC)cc1
  A: -18.4	B: 1.1	C: -36.8	D: -12.2	E: -1.8	F: 2.9	G: 7.3	H: 6.4	I: 19.8

Cc1ccc[n+](-c2nc([O-])sc2/C=N/Nc2ccc([N+](=O)[O-])cc2)c1
  A: 0.2	B: 2.5	C: 4.4	D: -0.7	E: 0.5	F: 5.5	G: ·	H: 8.0	I: -8.1

Cc1ccc(Nc2nc(N3CCOCC3)nc(N3CCOCC3)n2)cc1
  A: 2.2	B: 0.3	C: 1.4	D: -14.8	E: -0.1	F: 5.5[fluorescence artefact?]	G: -1.2	H: 7.6	I: 4.5

CN(C)S(=O)(=O)N(CC(=O)Nc1ccccc1C(F)(F)F)c1ccccc1
  A: 13.2	B: 1.9	C: -0.7	D: -7.5	E: -1.5	F: -4.3	G: 1.6	H: -3.8	I: 6.6

c1ccc(-n2ncc3c(NCCN4CCCCC4)ncnc32)cc1
  A: 9.8	B: -0.6	C: 6.1	D: -19.1	E: 1.4	F: -3.2	G: -0.9	H: 11.0	I: -29.6

Cc1ccc(-c2cc(C(=O)NCc3ccco3)c3ccccc3n2)o1
  A: -15.9	B: 0.1	C: -23.0	D: -26.8	E: 1.6	F: 11.6	G: 9.0	H: 9.2	I: 32.7

Sorted by value in S1P4 ag (low to high): some entries from above
compound	NPY2 pot ag	S1P4 ag	NPY1 pot ag	S1P4 antag	p97 ATPase inh	eIF4E-4G inh	NPY-Y1 antag	EP2 modulator
Cc1cc(C)c(NC(=O)C2CCCCN2C)c(C)c1 (configuration not stated)	-3.9	-3.3	-4.8	5.2	2.2	-2.7[fluorescence artefact?]	-1.3	-9.0
Oc1ccc2ccccc2c1/C=N/c1nc2c(s1)CCCC2	-3.7	-1.0	19.5	-19.8	4.8	7.3	1.5	-33.8
CC(c1n[nH]c(=S)n1-c1ccc(F)cc1)N1CCCCC1 (configuration not stated)	11.0	-0.3	18.6	-8.1	5.0	-4.4	0.2	-5.4

Assay outcomes from PubChem BioAssay.

An excerpt (hit frequency here may not be typical).
